Assay outcomes as filed in PubChem BioAssay.
TPT1 inh: C. albicans TPT1 enzyme inhibition; 0.81% of 300,000 active; recombinant caTPT1, FP RNA substrate dephosphorylation; inhibition, % at 5 µM;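 active = inhibition above the mean of all tested compounds plus 3 SD, set per screening campaign, cut at about 24% in these data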;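 also: plate controls were DMSO alone for no effect and ferristatin control at 100 nM for full effect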
Efflux pump mplx: inhibitors of Candida antifungal efflux pumps expressed in yeast; S. cerevisiae Candida pump triplex, Nile Red efflux; inhibition, % at 10 µM; 0.44% of 330,000 active;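 active = plate passing quality check with inhibition over a set limit, or well fluorescence over plate mean plus 4 SD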;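 also: Nile Red retained in pooled yeast measured as flow cytometry median fluorescence; 0% = buffer negative control and 100% = Enniatin B positive control; higher means more Nile Red kept so more efflux inhibition; some compounds called inactive have numbers as strong as hits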
PP1 counter: counter-screen for PP5 inhibitors: inhibitors of human PP1-alpha. inhibition, % at 6.7 µM. P62136. 0.9% of 320,000 active. purified PP1alpha, OMFP fluorescence;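 active = inhibition above the mean inhibition of all tested compounds plus 3 SD, computed separately for each screening campaign, cut at about 15% in these data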
Target sequence (P62136 whole entry, looked up): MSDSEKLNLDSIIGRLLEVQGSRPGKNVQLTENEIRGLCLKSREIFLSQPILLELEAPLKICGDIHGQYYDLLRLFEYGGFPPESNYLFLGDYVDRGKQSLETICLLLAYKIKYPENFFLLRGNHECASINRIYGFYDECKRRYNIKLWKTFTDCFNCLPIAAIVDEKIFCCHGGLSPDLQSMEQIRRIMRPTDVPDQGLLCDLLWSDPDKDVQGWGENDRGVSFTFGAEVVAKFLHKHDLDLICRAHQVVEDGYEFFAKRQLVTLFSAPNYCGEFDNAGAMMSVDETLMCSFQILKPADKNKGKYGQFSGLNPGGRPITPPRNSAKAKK
GASC-1 inh: blocks human GASC-1 demethylase activity; GST-JMJD2C(1-420) H3K9me3 demethylation, DELFIA europium; inhibition, % at 2.35 µM; 0.069% of 330,000 active;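 active = more than half of a compound's replicate wells show inhibition beyond 50%, single wells judged on their own value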;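 also: signal counts dimethyl H3K9 product captured on neutravidin plate; 0% = median of DMSO wells and 100% = 0.3 times that DMSO median; strong numbers were not always called active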
HCV core dimer: HCV core protein dimerization inhibition; TR-FRET GST/Flag-core106 dimerization, 1536-well; inhibition, % at 5 µM; 0.33% of 300,000 active; AID 1899;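 active = inhibition above the mean of all tested compounds plus 3 SD, set per screening campaign, cut at about 45% in these data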
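assay system = GST-tagged and Flag-tagged HCV core protein residues 1-106 | controls = unlabelled core106 and no-GST-core106 wells | incubation = compound-protein-antibody incubation 4 h at 22.5 °C | probe or stimulus = Eu donor and XL665 acceptor anti-tag antibodies | read-out = % inhibition based on acceptor/donor emission ratio | signal = TR-FRET 671 and 617 nm emission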
LYPLA2 inh: counter-screen for PME1 inhibitors: inhibitors of human LYPLA2; inhibition, % at 5.9 µM; O95372; AID 2177; 0.38% of 320,000 active; recombinant LYPLA2, FP-Rh probe fluorescence polarization;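 active = inhibition above the screen-wide mean plus 3 SD, limit set per campaign, cut at about 26% in these data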;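 also: 0% = LYPLA2 with DMSO and 100% = wells lacking LYPLA2 enzyme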
Target sequence (O95372 whole entry, looked up): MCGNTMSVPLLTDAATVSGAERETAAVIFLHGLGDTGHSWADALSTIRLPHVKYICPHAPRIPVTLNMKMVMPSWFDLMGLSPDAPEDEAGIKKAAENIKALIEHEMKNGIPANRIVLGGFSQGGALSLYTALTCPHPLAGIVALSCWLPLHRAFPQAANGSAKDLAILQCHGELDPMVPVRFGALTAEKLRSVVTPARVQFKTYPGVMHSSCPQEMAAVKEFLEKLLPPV
PP5 primary: inhibitors of human protein phosphatase 5 (PP5); inhibition, % at 6.7 µM; P53041; purified PP5c, OMFP substrate fluorescence; 0.18% of 320,000 active; AID 1987;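 active = inhibition above the campaign's mean inhibition across all tested compounds plus 3 SD, cut at about 9.5% in these data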;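 also: 0% = DMSO only and 100% = 100 µM cantharidin control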
Target sequence (P53041 whole entry, looked up): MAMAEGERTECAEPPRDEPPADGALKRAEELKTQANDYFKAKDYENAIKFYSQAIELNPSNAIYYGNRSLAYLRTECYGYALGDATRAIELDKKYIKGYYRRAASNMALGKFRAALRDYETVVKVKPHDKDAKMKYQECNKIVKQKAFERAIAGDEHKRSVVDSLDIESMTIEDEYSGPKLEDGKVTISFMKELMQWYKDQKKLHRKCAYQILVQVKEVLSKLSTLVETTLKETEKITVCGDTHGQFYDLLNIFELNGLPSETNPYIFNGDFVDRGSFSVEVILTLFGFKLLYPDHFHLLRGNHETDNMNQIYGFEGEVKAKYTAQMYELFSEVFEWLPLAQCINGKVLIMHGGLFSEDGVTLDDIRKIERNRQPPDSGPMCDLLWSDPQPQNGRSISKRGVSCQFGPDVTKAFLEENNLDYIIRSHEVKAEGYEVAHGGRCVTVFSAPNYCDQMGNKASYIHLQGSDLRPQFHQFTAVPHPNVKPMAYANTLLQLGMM
CTSL1 counter: blocks F. hepatica cathepsin L1 in PFM18AAP counter-screen; inhibition, % at 5.96 µM; AID 1906; recombinant F. hepatica cathepsin L1, Z-Leu-Arg-MCA fluorescence; 0.49% of 300,000 active;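 active = inhibition above the mean of all tested compounds plus 3 SD, set per screening campaign, cut at about 17% in these data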;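 also: 0% = plate median of test compound wells and 100% = 1 µM Z-Phe-Ala-diazomethylketone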
PREPL inh: human PREPL enzyme inhibition; recombinant PREPL, fluorescence polarization activity-based probe; inhibition, % at 5.96 µM; Q4J6C6; AID 2751; 0.68% of 320,000 active; in the data active = inhibition above about 43%;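 also: 0% = enzyme with DMSO and 100% = wells lacking enzyme; many of its hits are not listed in these tables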
* marks the source's active call; other numbers are inactive results; x = not tested or not shown; & = joins results of further samples.

Start of the listing, in advance (2 entries):
SMILES | TPT1 inh | Efflux pump mplx | PP1 counter | GASC-1 inh | HCV core dimer | LYPLA2 inh | PP5 primary | CTSL1 counter | PREPL inh
O=S1(=O)N=C(Nc2ccc(O)cc2)c2ccccc21 | 2 | -0.1 | 0 | 0 | -2 | 2 | -1.8 | -5 | -1
COc1ccc(-c2cc(C(F)F)n3ncc(C(=O)N4CCCc5ccccc54)c3n2)cc1 | 0 | -0.1 | 0 | 7 | -2 | 1 | 2.4 | -5 | 0

The list itself, from the start:
SMILES | TPT1 inh | Efflux pump mplx | PP1 counter | GASC-1 inh | HCV core dimer | LYPLA2 inh | PP5 primary | CTSL1 counter | PREPL inh
O=S1(=O)N=C(Nc2ccc(O)cc2)c2ccccc21 | 2 | -0.1 | 0 | 0 | -2 | 2 | -1.8 | -5 | -1
COc1ccc(-c2cc(C(F)F)n3ncc(C(=O)N4CCCc5ccccc54)c3n2)cc1 | 0 | -0.1 | 0 | 7 | -2 | 1 | 2.4 | -5 | 0
NC(=O)CSc1nnc(-c2ccc(S(=O)(=O)N3CCCC3)cc2)n1CC1CCCO1 (stereo not given) | -3 | -0.2 | -1 | 0&10 | -2 | 8 | 2.4 | -3 | 6
Cc1ccccc1-n1sc2cc(F)ccc2c1=O | -1 | 0.2 | -1 | 5 | 0 | 15 | 3.8 | -1 | 9
FC(F)Sc1ccc(-n2c(-c3ccc(Cl)cc3)c[n+]3c2CCC3)cc1 | 0 | -0.1 | -1 | -7 | -3 | 8 | -2.9 | -1 | 18
Cc1ccc(C)c(-n2nnnc2Sc2nnnn2-c2ccccc2)c1 | -2 | 0.0 | 4 | -7 | 11 | 3 | 1.4 | -2 | 4
COc1ccccc1N1CCN(C(=O)c2cc3c(=O)n(C)c4ccccc4c3n2C)CC1 | 0 | 0.1 | -2 | -8 | 2 | -1 | -0.2 | 3 | -2
Cc1ncc([N+](=O)[O-])n1CC(C)O (stereo not given) | -3 | -0.1 | 2 | 89 | -13 | 1 | 1.8 | 0 | 9
Cc1ccc(S(=O)(=O)N2CCN(C(=O)CCCN3C(=O)NC4(CCCC4)C3=O)CC2)cc1C | x | 0.1 | 1 | 1 | x | -4 | 1.4 | x | 2
N#Cc1cccnc1N1CCN(C(=O)COCC(=O)O)CC1 | -1 | 0.0 | -5 | -15 | 3 | 1 | -1.7 | 5 | -3
O=S(=O)(c1ccc(Br)s1)N1CCN(Cc2ccc3c(c2)OCO3)CC1 | 0 | -0.1 | -2 | 3 | 8 | -2 | 4.0 | 0 | 7
CC1=C(C(=O)OCCNC(=O)c2ccccc2O)C(c2ccccc2[N+](=O)[O-])C(C(=O)OCC2CCCO2)=C(C)N1 (stereo not given) | -2 | 0.4 | -2 | 7 | 0 | -4 | 2.5 | 6 | 10
CCOc1ccc(C(=S)N2CCCC2)c(OCC)c1 | 2 | -0.1 | 5 | -8 | -26 | -2 | -2.9 | 6 | 5
COc1ccc(C(CNC(=O)c2ccccc2C)N2CCCC2)cc1 (stereo not given) | 1 | -0.2 | 2 | 0 | -125 | 5 | -0.5 | 0 | 10
O=C(CNC(=O)c1ccccc1)NCC(=O)OCC(=O)c1ccc([N+](=O)[O-])cc1 | -2 | -0.1 | 0 | -34 | -4 | 0 | 1.0 | 9 | 8
COc1cccc(C(c2sc3ncnn3c2O)N2CCN(C(=O)c3ccco3)CC2)c1 (stereo not given) | -1 | -0.1 | 1 | 14 | -18 | 2 | 3.0 | 2 | 1
C/C(Cl)=C/Cc1c(C)[nH]c2c(ccc3ccccc32)c1=O | 1 | 0.2 | 1 | 3 | 6 | 5 | 0.4 | 0 | 6
CN(C)/C=N/NC(=O)C1Cc2c(ccc3ccccc23)O1 (stereo not given) | 0 | 0.2 | -5 | -48 | 1 | 4 | -0.4 | -2 | 4
CCN(C(=O)COC(=O)c1cc(-c2cccs2)nc2ccccc12)C1CCS(=O)(=O)C1 (stereo not given) | 4 | 0.0 | 1 | 1 | 4 | -2 | 1.4 | -3 | -11
O=C(NCc1ccccn1)C1CN(S(=O)(=O)c2ccccc2)CCN1S(=O)(=O)c1ccccc1 (stereo not given) | -9 | -0.2 | -4 | -14 | 5 | 1 | 0.3 | 3 | 8
COCC(=O)Nc1ccc(S(=O)(=O)Nc2ccccn2)cc1 | 0 | 0.0 | -1 | -5 | 4 | -2 | 0.0 | -3 | -11
O=C(Nc1nc2ccccc2c2nc3ccccc3n12)c1ccc(F)cc1 | 2 | -0.2 | -3 | 2 | -5 | 3 | -0.9 | -1 | 0
O=C(c1cc(-c2ccccn2)nc2ccccc12)N1CCN(c2ncccn2)CC1 | -2 | -0.2 | -3 | -3 | 2 | 0 | 0.1 | -1 | -5
COc1ccccc1/C=N/NC(=S)Nc1cccnc1 | 2 | 0.3 | -3 | 5 | 0 | -7 | 3.2 | 1 | 0
CN(C)c1cccc(C(=O)N/N=C/c2ccccc2F)c1 | 3 | 0.2 | 0 | x | -3 | -11 | -1.2 | -2 | 25
COc1ccc(CCNC(=O)CSCc2ccc([N+](=O)[O-])cc2)cc1OC | -1 | 0.1 | -2 | 1 | 2 | 4 | 2.3 | -4 | -5
N#Cc1ccsc1NC(=O)CSc1nnnn1-c1ccc(O)cc1 | 8 | 0.2 | 1 | 31 | 27 | -12 | -1.3 | 3 | -6
Cc1c(C(=O)c2ccc(Cl)cc2[N+](=O)[O-])c2ccccn2c1CCC#N | 1 | 0.5 | 3 | 4 | -7 | 7 | 5.1 | 0 | 10
CCOc1cccc(C(=O)Nc2nccs2)c1 | 0 | -0.1 | 2 | -6 | -9 | 3 | 3.5 | 1 | -9
Cc1cc(=O)oc(C)c1C(=O)NCCN(C)Cc1ccccc1 | 0 | -0.2 | -2 | -3 | 0 | 0 | 0.2 | 6 | 6
C=C(C)Cn1c(N2CCCC2)nc2c1c(=O)n(C)c(=O)n2C | 2 | 0.2 | -1 | -17 | -4 | 0 | 3.2 | -1 | 10
CN1CCN(C(=S)Nc2ccc(Cl)cc2)CC1 | -1 | 0.0 | 0 | 38 | 1 | 1 | 2.2 | -3 | 5
Cc1c(Cl)cccc1NC(=O)CSc1ccc(-c2cccnc2)nn1 | 1 | 0.2 | 1 | -4 | 3 | -4 | -1.7 | 7 | -7
O=C(O)CCCCCNC(=O)/C=C/c1ccco1 | 2 | 0.1 | -1 | -11 | -4 | 2 | 3.1 | -1 | -3
COc1ccc(Cl)cc1NC(=O)CN(C)C1CCCCC1 | -3 | 0.0 | -3 | 10 | 3 | 3 | 1.0 | -1 | -3
O=C(NC1CCCc2ccccc21)c1c(F)cccc1Cl (stereo not given) | 0 | 0.0 | 1 | 0 | -6 | 0 | 1.8 | -1 | 0
COCCCNc1ncnc2c1cnn2-c1ccc(C)cc1C | -2 | 0.0 | 0 | 3&33 | 1 | -2 | 0.1 | -1 | -3
O=C(N/C(=C/c1ccc(Cl)cc1)C(=O)N1CCOCC1)c1ccccc1 | 0 | 0.0 | -5 | 2 | 3 | -2 | 1.4 | 3 | 11
O=C(NCCCN1CCCC1=O)c1cc(=O)c2ccccc2o1 | -4 | 0.1 | 3 | 1 | -3 | 3 | 1.4 | 1 | -3
O=C(CN1CCN(c2ccc(C(F)(F)F)cn2)CC1)Nc1ccc2c(c1)OCO2 | 0 | 0.0 | -1 | -9 | 5 | 2 | 2.1 | -1 | 19
CCCCOc1ccc(C(C)NC(=O)CCS(=O)(=O)Cc2ccc(Cl)cc2)cc1 (stereo not given) | -1 | -0.2 | -2 | 6 | -1 | 1 | -0.8 | -1 | -4
Cc1cc(C)cc(N(C(=O)c2snc(C(N)=O)c2N)C(C(=O)NCC2CCCO2)c2ccc(C)o2)c1 (stereo not given) | -3 | -0.1 | -2 | -6 | 9 | 2 | 3.5 | 1 | -8
O=C(COC(=O)c1ccc([N+](=O)[O-])s1)NCCc1ccccc1 | x | -0.1 | 1 | -3 | x | 6 | 2.9 | x | 21
CCOC(=O)CNC(=O)CSc1nc2cccnc2n1CC | -3 | 0.0 | -7 | 3 | -1 | 1 | 1.8 | -1 | -4
Cn1cc(Br)c(C(=O)NNC(=O)c2ccc(Br)cc2)n1 | 1 | 0.2 | -2 | -3 | 0 | -3 | -0.2 | -5 | -7
Cc1ccc(-c2nc3ncccc3o2)cc1NC(=O)COc1ccccc1 | 1 | -0.1 | -6 | 15 | -3 | 5 | -0.5 | 3 | 7
CC(C)(C)C(=O)/C(=C/c1ccncc1)n1cncn1 | -2 | 0.1 | 1 | 8 | 3 | 6 | 2.1 | -1 | -6
Cc1cccc(-c2cc3c(nn2)-c2ccccc2C3=O)c1 | 2 | 0.0 | -1 | -6 | 5 | -5 | 2.5 | 3 | 24
Cc1nc2ncnn2c(C)c1CCC(=O)O | -2 | 0.3 | 4 | -2&1 | 0 | 2 | 3.8 | -7 | 13
c1ccc2c(c1)NC(CN1CCOCC1)CO2 (stereo not given) | -1 | 0.0 | -5 | -2 | -3 | -4 | 0.0 | -2 | -3
COc1ccc2cc(C(=O)C3CCCN(Cc4ccccn4)C3)ccc2c1 (stereo not given) | 1 | -0.1 | -4 | 5 | 3 | 4 | -0.6 | -3 | -20
CCc1nnc(NS(=O)(=O)c2ccc(NC(=O)c3cccc(OC(F)(F)C(F)F)c3)cc2)s1 | 1 | -0.1 | 3 | -21 | 11 | -1 | 4.7 | 3 | 9
CC(=O)Nc1cccc(OC(=O)COc2ccc(Br)cc2)c1 | 2 | -0.3 | 1 | 2 | -13 | 3 | 2.0 | -16 | 7
CC1(c2ccccc2)NC(=O)N(CC(=O)Nc2ccc(S(N)(=O)=O)cc2)C1=O (stereo not given) | 0 | -0.2 | 0 | -10 | -3 | -3 | 1.9 | -2 | -1
COCCn1c(SCC(=O)N2CCCc3ccccc32)nnc1-c1ccoc1C | 0 | 0.0 | -4 | -2 | -1 | -2 | -1.0 | -3 | 2
CC(CC(=O)N1CCN(S(=O)(=O)c2ccc([N+](=O)[O-])cc2)CC1)c1ccccc1 (stereo not given) | x | -0.3 | -3 | 8 | x | 0 | -0.6 | x | 19
Cc1nc2scc(C)n2c(=O)c1S(=O)(=O)Nc1ccc(N2CCN(C(=O)C(C)C)CC2)cc1 | 0 | 0.1 | 7 | -10 | 2 | -1 | 1.7 | -8 | 13
COc1ccccc1/C=C1\SC(=S)N(CCC(=O)NC2=NCCS2)C1=O | 3 | 0.0 | -1 | 1 | 4 | 0 | 2.6 | 0 | -2
CCOc1cc(C2C3=C(CC(C)(C)CC3=O)N(CCOC)C3=C2C(=O)CC(C)(C)C3)ccc1O | 2 | -0.1 | 0 | 4 | 12 | 5 | 0.9 | -1 | 0
CC12CCC(CC1=O)C2(C)C (stereo not given) | -2 | 0.0 | -1 | 2 | 0 | -1 | -1.3 | 0 | 0

Later entries.
SMILES | TPT1 inh | Efflux pump mplx | PP1 counter | GASC-1 inh | HCV core dimer | LYPLA2 inh | PP5 primary | CTSL1 counter | PREPL inh
Cc1ccc(N(C)S(=O)(=O)c2nnc(NC(=O)c3ccco3)s2)cc1 | -6 | 0.1 | 6 | -34 | -5 | -1 | -8.0 | 9 | 23
C=CCN(Cc1nc(-c2cc(OC)ccc2OC)oc1C)C1CCS(=O)(=O)C1 (stereo not given) | -1 | -0.5 | 3 | -7 | -6 | -1 | 2.4 | 1 | 7
O=C(CSc1cccc2cccnc12)Nc1ccccc1F | -1 | 0.0 | -5 | 24 | 4 | -5 | 1.7 | 5 | -12
CN(CC(=O)NNC(=O)c1cccnc1)S(=O)(=O)c1cc(Cl)ccc1Cl | 2 | 0.0 | 5 | -6 | 2 | -5 | 0.4 | 0 | -3

Only part of the results is shown. The share of hits here may be higher or lower than overall.
